Bioassay records (PubChem BioAssay)
Cardio protect = myocardial damage modulation in H9c2 cells; H9c2 cardiomyocytes, H2O2 injury protection, ATPLite, 2 h; protection from H2O2 cell death, % at 20 µM; hit rate 0.63% among 360,000;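 active = compounds giving at least 50% protection of heart cells from peroxide-induced death in the single-dose screen, raw or plate-pattern-corrected value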;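 note: 0% = DMSO wells with peroxide and 100% = DMSO wells without peroxide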
MC4R ag barr = human MC4R agonism via beta-arrestin; P32245; U2OS MC4R beta-arrestin complementation, luminescence; percent of melanotan II response, DMSO zero; activation, % at 8.9 µM; hit rate 0.98% among 360,000;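 active = activation above a per-plate cutoff, the mean activation of sample wells on that plate plus 3 SD, cut at about 8% in these data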
N-glyco inh = blocks N-linked glycosylation in D54 reporter cells; D54 ERlucT glycosylation luciferase reporter, 24 h; percent of 100 nM tunicamycin response; reporter increase, % at 12.5 µM; hit rate 0.23% among 360,000; AID 588692;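 active = mean luciferase reporter signal, scaled so untreated is 0 and the glycosylation-blocking control 100, at or above a set limit in every replicate; inconclusive = mean reaches the limit but not every replicate does; inactive = mean below the limit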;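 note: luciferase carries N-glycosylation sites so blocking glycosylation raises the light; 0% = median of neutral control wells and 100% = median of 100 nM tunicamycin wells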
Granule exo inh = blocks lytic granule exocytosis; TALL-104 LAMP-1 surface exposure, flow cytometry; cells stimulated with thapsigargin and PMA; inhibition, % at 10 µM; hit rate 0.66% among 360,000;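 active = inhibition above about 55%, limit read from the data; inconclusive = no clear call, values can overlap the other calls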
MC4R antag cAMP = human MC4R antagonism in cAMP assay; P32245; MC4R-expressing cells, MTII-stimulated cAMP, LANCE TR-FRET; inhibition, % at 6.5 µM; hit rate 0.48% among 360,000;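 active = inhibition above its plate's cutoff, the mean of tested wells on that plate plus 3 SD, cut at about 29% in these data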;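 note: 0% = Melanotan II alone and 100% = Melanotan II plus saturating MCL0020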
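Material: U2OS-MC4R stable cell line | Reagent: Melanotan II challenge after compound preincubation | Doses: One concentration, 6.5 µM nominal | Incubation: 30-min compound preincubation, 1-h Melanotan II challenge, 1-h detection, room temperature | Signal: TR-FRET cAMP assay | Replicates: One well per compound, no replicates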
PDI turbidity = inhibitors of human protein disulfide isomerase | P07237 | PDI insulin aggregation turbidity, A650, 90 min | inhibition, % at 10 µM | hit rate 0.052% among 350,000 | AID 588391;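 active = mean inhibition across replicates of 30% or more, whatever share of single replicates reach that level; inconclusive = mean inhibition below 30% while every single replicate reaches 30%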;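 note: absorbance from insulin aggregation driven by PDI reduction with DTT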
Target sequence (P07237 whole entry, looked up): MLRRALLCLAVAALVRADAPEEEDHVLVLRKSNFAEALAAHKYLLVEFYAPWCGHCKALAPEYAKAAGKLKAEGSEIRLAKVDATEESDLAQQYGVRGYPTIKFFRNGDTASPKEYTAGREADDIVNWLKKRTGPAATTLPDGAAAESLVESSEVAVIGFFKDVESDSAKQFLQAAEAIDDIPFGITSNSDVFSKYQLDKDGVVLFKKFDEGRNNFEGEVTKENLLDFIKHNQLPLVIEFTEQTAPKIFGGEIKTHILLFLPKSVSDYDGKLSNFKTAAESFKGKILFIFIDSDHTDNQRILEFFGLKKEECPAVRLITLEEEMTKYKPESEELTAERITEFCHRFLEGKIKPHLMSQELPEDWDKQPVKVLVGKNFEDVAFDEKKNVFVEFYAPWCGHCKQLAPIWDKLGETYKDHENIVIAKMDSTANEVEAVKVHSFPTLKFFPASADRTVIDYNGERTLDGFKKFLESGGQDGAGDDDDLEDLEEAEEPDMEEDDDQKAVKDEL
ABCB6 inh 2 = inhibitors of human ABC transporter ABCB6. Q9NP58. K562-ABCB6 porphyrin accumulation, flow cytometry, 1 h; active compounds read low. fluorescence ratio to DMSO, % at 10 µM. hit rate 0.19% among 360,000. AID 602162;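 active = fluorescence ratio to DMSO below 75%, the collection mean minus 3 SD; inconclusive = too few cells collected in the well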;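 note: signal is porphyrin accumulated inside mitochondria; 100% equals median channel fluorescence of DMSO control wells; lower ratio means ABCB6 inhibition with less porphyrin fluorescence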
m5-HT2A agonist = activates the mouse 5-HT2A serotonin receptor. P35363. CHO-K1 mHTR2A beta-arrestin complementation, luminescence; percent of 30 µM serotonin response. activation, % at 7.6 µM. hit rate 0.66% among 360,000. AID 624169;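 active = activation above a run cutoff, the mean activation of all tested compounds plus 3 SD, cut at about 14% in these data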;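 note: 0% = plate median of compound wells and 100% = 30 µM serotonin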
Target sequence (P35363 whole entry, looked up): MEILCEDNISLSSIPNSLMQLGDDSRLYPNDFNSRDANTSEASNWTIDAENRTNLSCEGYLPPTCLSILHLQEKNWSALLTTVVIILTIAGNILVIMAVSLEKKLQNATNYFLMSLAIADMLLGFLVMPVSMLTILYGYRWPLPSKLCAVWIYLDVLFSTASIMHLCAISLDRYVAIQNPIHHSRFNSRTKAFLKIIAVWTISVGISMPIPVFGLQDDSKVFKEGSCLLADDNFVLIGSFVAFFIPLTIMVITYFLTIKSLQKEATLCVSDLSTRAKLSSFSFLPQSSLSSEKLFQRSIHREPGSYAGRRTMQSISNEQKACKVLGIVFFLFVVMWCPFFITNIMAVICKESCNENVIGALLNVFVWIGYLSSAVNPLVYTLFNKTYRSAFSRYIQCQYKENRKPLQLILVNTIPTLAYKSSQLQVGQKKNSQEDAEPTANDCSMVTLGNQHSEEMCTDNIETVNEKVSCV
ABHD5-PLIN5 inh = blocks binding of human ABHD5 to perilipin-5; inhibition, % at 4 µM; AID 602281; Q00G26+Q8WTS1; hit rate 0.78% among 360,000; Split G. princeps luciferase complementation, luminescence, 4 h;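 active = inhibition above the mean inhibition across every tested compound plus 3 SD, cut at about 22% in these data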;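 note: 0% = DMSO only wells and the 100% control is not disclosed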
CaV13 FRET inh = Primary screen for inhibitors of IQ motif and Ca2+-dependent inactivation inhibitor domain binding in CACNA1D, Förster resonance energy transfer in living cells, …; hit rate 0.098% among 340,000; inhibition, % at 12.3 µM; HEK cells, CFP/YFP FRET ICDI-IQ, plate reader, 10 min; percent FRET-ratio fall versus neutral wells;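 active = mean replicate inhibition of at least 30% and at least 1% of replicates passing that level; inconclusive = only one of the two criteria is met; inactive = neither criterion is met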;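 note: 0% = median of the neutral control wells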
* marks the source's active call; other numbers are inactive results; u = inconclusive; x = no result given.

SMILES | Cardio protect | MC4R ag barr | N-glyco inh | Granule exo inh | MC4R antag cAMP | PDI turbidity | ABCB6 inh 2 | m5-HT2A agonist | ABHD5-PLIN5 inh | CaV13 FRET inh
Cc1csc(/C(=N\O)c2csc(C)n2)n1 | 6 | -0.8 | 3 | 0 | -2 | 0 | 99 | -3 | 1 | -9
CCN(CC(=O)NCc1ccc(Cl)cc1)C(=O)C1CCN(S(=O)(=O)c2ccc(OC)c(OC)c2)CC1 | -8 | -2.2 | -1 | 47 | 12 | 9 | 98 | -2 | -2 | -6
Nc1nc2c(-c3ccc(Br)cc3)nnn2c2ccccc12 | -3 | -0.5 | -10 | -7 | 11 | -2 | 94 | -3 | 7 | -3
CC(C)CC1NC(=O)N(CC(=O)Nc2cccc(Br)c2)C1=O (centres undefined) | 0 | -0.7 | 11 | 4 | -4 | 4 | 88 | 2 | -4 | -6
O=C(O)/C=C/c1ccc(S(=O)(=O)Nc2ccc3[nH]c(=O)[nH]c3c2)cc1 | 3 | 1.5 | 2 | u | -9 | 2 | 93 | 4 | 11 | -8
COc1ccc(OC)c(NC(=O)c2ccc(CSc3nnc(C)s3)cc2)c1 | 3 | 2.3 | -3 | 0 | 2 | -4 | 99 | 4 | 10 | -5
Cc1ccc(S(=O)(=O)N2CCCCC2CCNC(=O)C(=O)NCCc2ccco2)cc1 (centres undefined) | 4 | 1.8 | 10 | 4 | -18 | 2 | 101 | 4 | -1 | -6
CC1(C(=O)Nc2ccc(Cl)cc2)Cc2c(-c3ccc4c(c3)OCO4)ccnc2O1 (centres undefined) | -3 | -0.9 | 16 | 1 | -8 | -8 | 94 | -5 | -3 | -9
COc1cccc(NC(=O)CN(C)S(=O)(=O)c2ccc3c(c2)CCC(=O)N3)c1 | -2 | -0.5 | 2 | 5 | 5 | x | 102 | -2 | 4 | x
Cc1ccc(C(=O)NNC(=O)c2ccncc2)cc1S(=O)(=O)N1CCCCC1 | -1 | -1.7 | 1 | 6 | 5 | 2 | 99 | -3 | -10 | -8
O=C(C[C@@H]1C[C@@H]2c3cc(NC(=O)C4CCOCC4)ccc3O[C@@H]2[C@H](CO)O1)NCc1ccccn1 | -4 | -1.3 | 2 | 0 | 4 | -1 | 107 | 8 | 2 | -2
CC(O)C(NS(=O)(=O)c1ccc(Cl)cc1)C(=O)OCC(=O)c1c[nH]c2ccccc12 (centres undefined) | -10 | 0.7 | 0 | 2 | 9 | 0 | 94 | -1 | 13 | 4
NC(=O)c1ccc(N2CCOCC2)nc1 | 0 | -2.9 | 2 | -3 | -4 | -14 | 101 | 0 | -1 | 5
COc1cccc(-c2csc3nnc(SCC(=O)NCc4cccs4)n23)c1 | 3 | -1.4 | 2 | -2 | 3 | 14 | 100 | 4 | 1 | -10
COc1cccc(CNC(=O)CN(c2ccc(C(C)C)cc2)S(=O)(=O)c2c(C)noc2C)c1 | 3 | 1.4 | -5 | 8 | -1 | 8 | 91 | 3 | 4 | -2
CCOC(=O)C(NC(=O)N(C)C)(Nc1sc(C)c(CC)c1C#N)C(F)(F)F (centres undefined) | 6 | -0.8 | 9 | 0 | 5 | 6 | 95 | 1 | -14 | -5
CC(=O)N1c2ccc(S(=O)(=O)N3CCCC3)cc2CC1C(=O)NC(C)C (centres undefined) | -4 | -2.0 | 0 | -1 | -3 | 0 | 95 | 5 | 6 | -5
Cc1c(NC(=O)CSc2ccc(Cl)cc2)cccc1-c1nc2cc(Cl)ccc2o1 | -4 | 0.1 | 5 | -5 | 4 | 3 | 83 | 0 | -6 | -5
CCN(CC)c1nc2c(c(=O)n(C)c(=O)n2C)n1CCCc1ccccc1 | -1 | 0.9 | -2 | 54 | 16 | 10 | 101 | -1 | 9 | -19
COc1ccc(N(CC(=O)Nc2ccc(F)c(Cl)c2)S(=O)(=O)c2c(C)noc2C)cc1 | -16 | 2.8 | -3 | 4 | 6 | -9 | 93 | -3 | 3 | -5
COC(=O)c1cc(COC(=O)c2nc3nccc(C)n3n2)oc1C | 11 | -2.7 | 1 | 0 | 9 | 20 | 99 | 0 | 4 | -4
CC(CCc1ccccc1)NC(=O)CNC(=O)N1CC(=O)Nc2ccccc21 (centres undefined) | 5 | 3.2 | 9 | -5 | 3 | 6 | 104 | 15* | 11 | -2
CCOc1cc(CNc2ccc(N3CCN(C(C)=O)CC3)cc2)cc(Br)c1OC | 0 | -1.1 | 4 | -2 | -1 | -18 | 110 | 1 | -8 | -8
COc1cccc(C(C)(O)c2nc(-c3cccc(C(F)(F)F)c3)cs2)c1 (centres undefined) | -11 | 2.0 | 0 | -3 | 1 | 4 | 104 | -3 | -10 | -5
COCCCn1c(=S)[nH]c2sc3c(c2c1=O)CCCC3 | 6 | -0.6 | 1 | -11 | 10 | 6 | 95 | -1 | -16 | -4

Only ABHD5-PLIN5 inh, for some of the entries so far:
canonical_smiles | ABHD5-PLIN5 inh
Cc1c(NC(=O)CSc2ccc(Cl)cc2)cccc1-c1nc2cc(Cl)ccc2o1 | -6
CCN(CC)c1nc2c(c(=O)n(C)c(=O)n2C)n1CCCc1ccccc1 | 9
COc1ccc(N(CC(=O)Nc2ccc(F)c(Cl)c2)S(=O)(=O)c2c(C)noc2C)cc1 | 3
COC(=O)c1cc(COC(=O)c2nc3nccc(C)n3n2)oc1C | 4
CC(CCc1ccccc1)NC(=O)CNC(=O)N1CC(=O)Nc2ccccc21 (centres undefined) | 11
CCOc1cc(CNc2ccc(N3CCN(C(C)=O)CC3)cc2)cc(Br)c1OC | -8
COc1cccc(C(C)(O)c2nc(-c3cccc(C(F)(F)F)c3)cs2)c1 (centres undefined) | -10

The main list resumes; the 2 compounds before the break are reprinted first.
SMILES | Cardio protect | MC4R ag barr | N-glyco inh | Granule exo inh | MC4R antag cAMP | PDI turbidity | ABCB6 inh 2 | m5-HT2A agonist | ABHD5-PLIN5 inh | CaV13 FRET inh
COc1cccc(C(C)(O)c2nc(-c3cccc(C(F)(F)F)c3)cs2)c1 (centres undefined) | -11 | 2.0 | 0 | -3 | 1 | 4 | 104 | -3 | -10 | -5
COCCCn1c(=S)[nH]c2sc3c(c2c1=O)CCCC3 | 6 | -0.6 | 1 | -11 | 10 | 6 | 95 | -1 | -16 | -4
CCOC(=O)c1c(S(=O)(=O)NCC(=O)Nc2cc(C)ccc2OC)c(C)n(C)c1C | -3 | 0.7 | 2 | 0 | -3 | -8 | 97 | 6 | -4 | -14
C=C(C)c1cccc(C(C)(C)NC(=O)N2CCN(c3ccccc3)CC2)c1 | 6 | 4.0 | -1 | 2 | 0 | -6 | 100 | 2 | -8 | -4
Cc1ccc(NC(=O)c2ccc3c(c2)OCO3)cc1S(=O)(=O)N1CCOCC1 | 9 | -1.9 | 1 | -2 | 0 | 9 | 98 | 12 | 6 | -2
c1ccc(C2=Nc3cccnc3C(c3ccccc3)=NN2)cc1 | 4 | -0.3 | 1 | -1 | -3 | 0 | 99 | -1 | 0 | -6
CCCCCCSc1ccc([C@@H]2[C@H]3C(=O)N(C)C(=O)[C@H]3[C@]3(C(=O)OC)CCCCN23)cc1 | -7 | -1.8 | -5 | 2 | 1 | -27 | 94 | 3 | 1 | -6
Cc1ccc(S(=O)(=O)N(C)c2ccc(C(=O)N3CCOCC3)cc2)cc1 | 2 | 1.0 | 1 | -4 | 16 | -2 | 101 | -5 | 6 | -3
CCOc1ccccc1NC(=O)CSc1nnc(CNC(=O)c2ccco2)o1 | 0 | -3.3 | 2 | 2 | 11 | 10 | 94 | 3 | 2 | -4
CC12CCC(=O)N1C(C(=O)NNC(=O)c1ccccc1Cl)CS2 (centres undefined) | 5 | -0.3 | -1 | 4 | 5 | -5 | 97 | -5 | 1 | -3
N#Cc1ccc2c(c1)NC(=O)C1CCCN21 (centres undefined) | 24 | -3.2 | 3 | 0 | 0 | -4 | 98 | -2 | -22 | 8
CCC(C)N(C(=O)Cn1nnc2ccccc21)C(C(=O)Nc1ccc(F)cc1)c1cccc(OC)c1 (centres undefined) | 3 | -1.1 | -2 | 0 | 27 | 2 | 99 | 4 | 1 | -5
CN1C(=O)[C@@H]2[C@H](C1=O)[C@@H]1C(=O)Nc3ccccc3C(=O)N1[C@@H]2c1cccc(Br)c1 | -3 | -0.3 | 1 | -3 | 7 | 1 | 100 | -2 | 7 | -13
CCOC(=O)C1(CC2CCCCO2)CCN(Cc2nc3ccccc3[nH]2)CC1 (centres undefined) | -7 | -2.0 | 2 | -3 | 6 | -5 | 110 | 2 | -7 | 6
Nc1cc(N)cc(C(=O)OCC(=O)Nc2cc(S(=O)(=O)N3CCCCC3)ccc2Cl)c1 | 1 | -2.1 | 0 | -1 | 4 | 6 | 101 | -2 | 1 | -5
CC(OC(=O)Cc1coc2ccc3ccccc3c12)C(=O)Nc1ncc(Cl)cc1Cl (centres undefined) | -5 | -0.9 | 1 | -1 | 3 | 3 | 87 | 7 | -4 | -2
Cc1ccccc1-c1nnc(SCC(=O)NCc2ccc3c(c2)OCO3)n1C | 11 | -2.0 | 1 | 3 | 6 | 2 | 120 | 0 | -2 | -3
O=C(NCc1ccc(F)cc1)C(Cc1ccccc1)NS(=O)(=O)c1cccs1 (centres undefined) | 3 | -0.4 | 0 | 0 | -1 | 10 | 96 | 0 | -7 | -7
O=C(N/N=C/c1ccoc1)c1cc(Br)ccc1O | -9 | -1.9 | 3 | 0 | 3 | -6 | 99 | -1 | -5 | x
Cc1noc(C)c1COc1ccccc1C(=O)NNC(=O)c1ccccc1F | -7 | 1.0 | 0 | 13 | 3 | 10 | u | 0 | 3 | -5
COc1ccc(OC)c(-c2csc(NC(=O)Cc3ccccc3)n2)c1 | -8 | 3.9 | 1 | 59* | 3 | -8 | 100 | -18 | 0 | -3
Cc1c(C(=O)OCC(=O)c2ccc3c(c2)OCCO3)oc2ccccc12 | -17 | 0.0 | 1 | 1 | 7 | 0 | 97 | -2 | 8 | -6
CCN(CC(=O)Nc1ccc(NC(C)=O)cc1)C(=O)C(c1ccccc1)c1ccccc1 | 17 | 1.1 | -1 | -1 | 5 | -6 | 98 | -2 | -2 | 4
